Assay outcomes (PubChem)
Salmonella PhoP GFP: PhoP regulon inhibitors, Salmonella typhi PhoP promoter GFP reporter, confirmatory (AID 1850); Salmonella Typhi PhoP-promoter GFP reporter, fluorescence, 4 h; higher % means a stronger effect; 0.33% of 310,000 active; inhibition, % at 50 µM, or IC50 in µM where a hit was titrated; in the data active means a potency from the dose series; inconclusive means inhibition mostly from about 25% at the one dose, without a potency; inactive means the rest, 99 in 100 with inhibition below about 19%;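 further: 0% = induced wells with vehicle and 100% = uninduced wells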
inhibitors of VEEV: inhibitors of VEEV TC-83 cytopathic effect, confirmation, Vero cells (AID 588727); Vero cells, VEEV TC-83 cytopathic effect inhibition; higher % means a stronger effect; one-dose inhibition, % at 20 µM; IC50 in µM for titrated hits; 0.13% of 350,000 active; in the data active means a potency from the dose series; inconclusive means inhibition mostly from about 14% at the one dose, without a potency; inactive means the rest, 99 in 100 with inhibition below about 12%; further: strong numbers were not always called active
tuberculosis growth: growth inhibition of non-replicating M. tuberculosis (AID 488890); Mycobacterium tuberculosis non-replicating, growth inhibition; higher % means a stronger effect; inhibition, % at 25 µM; hits with a dose series show IC50 in µM; 0.39% of 320,000 active; in the data active means a potency from the dose series; inconclusive means inhibition mostly from about 82% at the one dose, without a potency; inactive means the rest, 99 in 100 with inhibition below about 76%;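 further: plate controls were DMSO cells for no effect and high antibiotic wells for full effect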
M. tuberculosis HTS: M. tuberculosis growth inhibition, HTS (AID 449762) | inhibition, % at 25 µM; hits with a dose series show IC50 in µM | 0.59% of 330,000 active | M. tuberculosis H37Rv growth inhibition, 7H9 media; higher % means a stronger effect; in the data active means a potency from the dose series; inconclusive means inhibition above about 70% without an active follow-up result;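 further: bacterial growth assessed after seven days of incubation; strong numbers were not always called active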
H1N1 NS1A inhibition: NS1A inhibition, H1N1 influenza, cell based functional assay (AID 504329). NS1A functional cell-based assay, percent inhibition; higher % means a stronger effect. inhibition, % at 12.5 µM, or IC50 in µM where a hit was titrated. 0.3% of 340,000 active; in the data active means a potency from the dose series; inconclusive means inhibition above about 27% without an active follow-up result; further: strong numbers were not always called active
inhibitors of VEEV 10K pilot screen: second read-out of inhibitors of VEEV, no call of its own (marks repeat the call); inhibition, %; measured here: 10K pilot screen inhibition
* hit, by the source's call; i = inactive; ? = inconclusive; . = no result given; & = joins results of further samples.

SMILES	Salmonella PhoP GFP	inhibitors of VEEV	tuberculosis growth	M. tuberculosis HTS	H1N1 NS1A inhibition	others
O=C(CSc1ccc(-c2nc3ccccc3[nH]2)cn1)Nc1ccc(S(=O)(=O)NC2CC2)cc1	2.6%	i	4.3%	-2.4%	0.0%
Cc1ccccc1OCC(=O)N1CCN(C(=O)COc2ccccc2C)CC1	4.6%	i	-3.7%	-3.0%	-0.3%
C[C@H](NC(=O)c1ccccc1)C(=O)OCC(=O)c1c[nH]c2ccccc12	.	1.3%	15.1%	-0.7%	-1.5%
COc1ccc(CNC(=O)C2COc3ccccc3O2)c(OC)c1 (configuration not stated)	6.0%	i	13.8%	7.1%	2.1%
Cn1c(SCc2nc3ccccc3[nH]2)nnc1-c1cccs1	-1.5%	2.7%	-9.4%	-4.3%	14.6%
Cc1c(C(=O)O)cccc1-c1ccc(/C=N/Nc2ccc(Br)cc2)o1	1.2%	1.0%	62.3%	?	4.5%
O=C(COc1ccccc1[N+](=O)[O-])NCc1cccnc1	-10.1%	1.1%	0.7%	7.8%	4.4%
CCC1Oc2ccccc2N(CC(=O)NC2CC2)C1=O (configuration not stated)	9.7%	0.3%	6.8%	-2.2%	1.9%
Cn1nnnc1SCc1cn2cccnc2n1	-21.7%	1.8%	-3.9%	-0.3%	-22.1%
N#CCC(=O)NCCCOC(=O)Nc1ccc(Cl)c(Cl)c1	7.1%	1.0%	5.1%	-1.9%	-7.1%
CCNC(=O)c1ccccc1-c1nc(-c2ccccc2Cl)no1	19.7%	5.5%	5.8%	-12.4%	8.9%
Cc1ccc(C(=O)N/C(=C\c2ccc(-c3ccccc3[N+](=O)[O-])o2)C(=O)NCCCN2CCOCC2)cc1	-8.1%	3.3%	18.9%	2.4%	9.9%
COc1ccc(-n2c(SCC(=O)O)nnc2-c2ccc(NC(=O)c3ccccc3)cc2)cc1	-6.7%	1.0%	9.5%	-3.0%	4.2%
CCN1CCN(c2cc(C)c3cc(NC(=S)N4CCN(c5ccccc5F)CC4)ccc3n2)CC1	27.2%	i	?	7.5%	25.7%
O=C(O)C(Cc1ccccc1)Nc1ccc([N+](=O)[O-])cc1[N+](=O)[O-] (configuration not stated)	-29.3%	1.4%	-5.2%	4.3%	-2.9%
CC1CCCN(C(=O)CSCC(=O)N=c2sc3ccccc3n2C)C1 (configuration not stated)	-7.8%	0.9%	-1.1%	-5.0%	-3.2%
O=c1c2ccccc2nc(/C=C/c2ccc(F)cc2)n1-c1ccccn1	9.7%	.	-7.6%	-6.8%	.
CCS(=O)(=O)c1ccc(O)c(NC(=O)COc2ccc(Br)cc2)c1	1.9%	2.1%	-3.5%	-3.6%	-1.4%
COc1ccc(NC(=O)CC2C(=O)N(c3ccc(OC)cc3)C(=O)N2C(C)C)cc1 (configuration not stated)	-6.7%	1.9%	6.5%	-5.0%	-3.5%
CCOC(=O)C1CCN(C(=O)Nc2cccc(OC)c2)CC1	-5.8%	0.5%	-4.6%	-2.2%	4.0%

4 entries already listed, arranged by formula weight, smallest number first:
SMILES	Salmonella PhoP GFP	inhibitors of VEEV	tuberculosis growth	M. tuberculosis HTS	H1N1 NS1A inhibition	others
COc1ccc(NC(=O)CC2C(=O)N(c3ccc(OC)cc3)C(=O)N2C(C)C)cc1 (configuration not stated)	-6.7%	1.9%	6.5%	-5.0%	-3.5%
COc1ccc(-n2c(SCC(=O)O)nnc2-c2ccc(NC(=O)c3ccccc3)cc2)cc1	-6.7%	1.0%	9.5%	-3.0%	4.2%
CCN1CCN(c2cc(C)c3cc(NC(=S)N4CCN(c5ccccc5F)CC4)ccc3n2)CC1	27.2%	i	?	7.5%	25.7%
Cc1ccc(C(=O)N/C(=C\c2ccc(-c3ccccc3[N+](=O)[O-])o2)C(=O)NCCCN2CCOCC2)cc1	-8.1%	3.3%	18.9%	2.4%	9.9%

Next results.
SMILES	Salmonella PhoP GFP	inhibitors of VEEV	tuberculosis growth	M. tuberculosis HTS	H1N1 NS1A inhibition	others
CN(Cc1ccno1)Cc1cn(Cc2ccccc2)nc1-c1ccc2c(c1)OCO2	-8.0%	1.1%	31.6%	0.7%	0.3%
Cc1ccc(CN2CCN(/N=C\C=C\c3ccccc3)CC2)cc1	-2.6%	0.5%	26.7%	50.6%	17.6%
Cc1cc(C)n(Cc2cccc(C(=O)N/N=C/c3cccnc3)c2)n1	.	0.8%	.	.	-4.9%
CN(Cc1ccccc1)S(=O)(=O)c1ccc(Cl)c(C(=O)NCc2ccncc2)c1	8.3%	5.9%	0.8%	-11.6%	-2.8%
O=S(=O)(NCc1ccc2c(c1)OCO2)c1cccc(S(=O)(=O)N2CCOCC2)c1	13.2%	i	3.8%	2.5%	-0.4%
O=C(N/N=C/c1cc(Cl)cc([N+](=O)[O-])c1O)c1cc(-c2ccccn2)nc2ccccc12	2.1%	6.4%	4.8%	6.3%	17.8%
Brc1cccc(OCCn2ccnc2)c1	-2.1%	i	38.6%	3.5%	-11.4%
COC(C[C@@H]1O[C@H]1C(=O)[C@@H](C)OCc1ccccc1)OC	-1.9%	1.5%	-7.2%	-4.6%	-22.7%
Cc1ccc(S(=O)(=O)Nc2ccc(-n3cnnn3)cc2)cc1	0.1%	2.2%	8.4%	16.1%	1.7%
CNC(=O)c1oc(-c2ccccc2)nc1C	7.0%	9.1%	-6.0%	3.1%	-0.5%
COC(=O)CCN(C(=O)C1C2CC3CC(C2)CC1C3)c1ccccn1 (configuration not stated)	7.7%	1.5%	6.9%	-1.8%	-5.9%
O=[N+]([O-])CC(=Nc1ccc(F)cc1)N/N=C\c1oc(O)c2ccccc12	2.2%	.	-0.3%	1.1%	.
Cc1nn(-c2ccccc2)c2c1C(c1ccc(F)cc1)C(C#N)=C(N)O2 (configuration not stated)	3.9%	0.4%	-5.4%	2.8%	5.1%
COc1ccc(NC(=O)CN(C)C(=O)c2ccc(N3CCCCCC3)c([N+](=O)[O-])c2)cc1	2.8%	3.7%	49.6%	65.6%	4.0%
O=C1CCCN1CC(CN1CCOCC1)Sc1nnnn1-c1ccccc1 (configuration not stated)	-0.9%	0.7%&0.4%	-9.8%	-3.2%	2.3%&2.1%
CCCCN(CC)C(=O)Cc1c(C(=O)O)[nH]c2ccc(Cl)cc12	2.3%	1.1%	-4.1%	-4.3%	1.6%
Cc1cccn2c(=O)c(/C=C(\C#N)C(N)=O)c(N3CCN(Cc4ccc5c(c4)OCO5)CC3)nc12	-4.3%	9.4%	7.9%	4.6%	6.0%
Cc1c(NC(=O)CSCc2c(F)cccc2Cl)c(=O)n(-c2ccccc2)n1C	-11.9%	.	1.8%	7.5%	.
O=C(Cn1cc(S(=O)(=O)Cc2ccccc2)c2ccccc21)Nc1ccccc1	0.1%	2.4%	-5.3%	2.7%	18.2%
O=S(=O)(c1ccc(NC(=S)NN=C2CCCCC2)cc1)N1CCOCC1	9.0%	i	58.9%	-4.5%	24.8µM*
COc1cc(NC(=O)c2cc3ccccc3o2)c(OC)cc1Cl	6.3%	0.3%	-10.6%	-4.6%	-4.5%
CCn1nc(NC(=O)Cc2ccc(OC)cc2)c2cc3cccc(C)c3nc21	-1.9%	i	-6.7%	5.0%	4.5%
CCCn1c(C2CCCN2c2nc(C)cs2)nc2cc(Cl)c(Cl)cc21 (configuration not stated)	-16.6%	5.2%	7.3%	0.9%	18.7%	inhibitors of VEEV 10K pilot screen=2.1
COc1ccc(NC(=O)CN2CCN(CC(=O)Nc3ccc4c(c3)OCO4)CC2)cc1	6.6%	2.9%	16.4%	-4.6%	0.2%
Cc1cc2[nH]c(=O)c(=O)[nH]c2cc1S(=O)(=O)Nc1ccccc1F	-17.8%	i	5.3%	-0.6%	-0.9%
O=C(CCN1CCCC1=O)NC1CCCc2c1cnn2-c1ccccc1F (configuration not stated)	-5.6%	i	-8.8%	-0.9%	6.8%
O=C(COC(=O)CCN1C(=O)c2ccccc2C1=O)Nc1ccccc1[N+](=O)[O-]	.	0.8%	-17.9%	-0.9%	-21.9%
O=C(Cn1cc([N+](=O)[O-])cn1)N1CCN(c2ccccc2)CC1	-4.6%	i	-2.8%	-0.2%	-15.4%
Cc1ccc(C(=O)NC(=S)Nc2ccccc2C)cc1	8.6%	0.5%	22.7%	9.1%	-5.9%
COc1ccc(CC(C)NS(=O)(=O)c2ccc3c(c2)CCN3S(C)(=O)=O)cc1OC (configuration not stated)	-32.3%	0.5%	9.7%	3.0%	10.6%
COc1ccc(/C=C/C(=O)c2ccc(OC)cc2O)cc1	3.5%	1.6%	37.6%	-7.1%	26.4%
CCOc1cccc(C(=O)N(Cc2ccc(F)cc2)C2CCS(=O)(=O)C2)c1 (configuration not stated)	-6.9%	1.6%	3.8%	-5.4%	-9.0%
O=[N+]([O-])c1cc(-c2cccnc2)n[nH]1	.	0.1%	.	.	-1.9%
Cc1cccc(Cn2c(Cc3ccccc3)nc3ccccc32)c1	-4.1%	0.4%	.	-2.2%	33.4%
CN(c1ccccc1C(=O)Nc1ccc(S(=O)(=O)N2CCOCC2)cc1)S(=O)(=O)c1ccccc1	0.6%	1.4%	-3.1%	1.1%	4.1%
CCOC(=O)c1cc(CC)sc1NC(=O)CN1C(=O)C(=O)N(CC(C)C)C1=O	9.2%	0.6%	-13.1%	-8.7%	-15.9%
COc1ccccc1N(C1=NCCCS1)S(=O)(=O)c1ccc(C(C)(C)C)cc1	3.4%	2.0%	20.1%	1.3%	0.7%
N#Cc1ccccc1NC(=O)CN1CCN(c2ccccn2)CC1	4.4%	0.1%	-5.8%	4.2%	-6.7%
Cc1csc(NC(=O)CSc2nnc(C)c(=O)n2N)n1	4.6%	0.6%	2.1%	-2.1%	-0.5%
Cc1ccc(CC2CC(=O)N(c3ccc(C)cc3)C2=O)cc1 (configuration not stated)	7.0%	0.8%	0.1%	6.2%	-6.1%
COc1cccc(/C=C2\C=C(c3ccc(C)cc3)OC2=O)c1OC(C)=O	2.9%	i	23.1%	7.3%	-2.6%
CS(=O)(=O)N(C(=O)NC(=O)NC1CCS(=O)(=O)C1)C1CCCCC1 (configuration not stated)	-14.7%	1.0%	-6.6%	-5.2%	-4.3%
CC(=O)c1ccc(N(C(=O)CNC(=O)c2ccco2)C(C(=O)NC2CCCC2)c2ccco2)cc1 (configuration not stated)	15.1%	i	-5.6%	-1.1%	-1.3%
Cc1nc(NC(=O)c2cc(-n3cnnc3)ccc2Cl)ccc1Br	-1.3%	2.6%	-4.2%	-15.2%	-2.8%
COc1ccc2nc(C)cc(N3CCN(S(=O)(=O)c4ccccc4F)CC3)c2c1	.	8.1%	.	7.0%	-0.8%
c1cc2c(cc1Nc1nc(-c3ccc4c(c3)OCO4)cs1)OCCO2	-3.0%	3.5%	17.5%	-1.2%	2.5%
COc1ccc(S(=O)(=O)N2CCN(C(=O)[C@@H]3CCC(=O)N3C3OC(=O)c4ccccc43)CC2)cc1 (some centres not stated)	-1.6%	2.8%	-7.0%	-6.2%	-8.2%
CC(C)(CCc1ccccn1)C(=O)C(CCc1ccccn1)CCc1ccccn1	.	3.5%	.	.	1.6%
Cc1[nH]c2ccccc2c1C(=O)CNc1nccs1	-3.6%	0.7%	0.8%	-1.4%	-1.9%
COc1ccccc1OCc1nnc(SCC(=O)NCc2ccco2)n1Cc1ccco1	25.6%	1.8%	30.6%	-2.2%	6.8%
(continued)
SMILES	Salmonella PhoP GFP	inhibitors of VEEV	tuberculosis growth	M. tuberculosis HTS	H1N1 NS1A inhibition	others
COc1ccc(CC(NC(C)=O)C(=O)NC2CCN(c3c4c(nc5ncnn35)CCC4)CC2)cc1 (configuration not stated)	-7.4%	1.5%	-5.3%	-5.3%	-0.8%
CCSc1nnc(NC(=O)CCN2C(=O)C3CCCCC3C2=O)s1 (configuration not stated)	.	2.0%	-14.5%	0.8%	-6.9%
CCN(CC)C(=O)Cn1cc(S(=O)(=O)CC(=O)Nc2ccc(C(N)=O)cc2)c2ccccc21	2.5%	1.9%	-0.7%	-7.8%	-8.7%
S=C(NC1CCCCC1)N1CCN(Cc2ccccc2)CC1	-5.7%	0.2%	30.6%	-15.7%	-11.8%
O=C(Nc1ccc(N2CCCC2)cc1)c1ccc(Br)o1	3.1%	i	71.0%	?	2.8%
COC(=O)c1ccc(OCC(O)CN(CCO)CC(O)Cn2ccc3ccccc32)cc1 (configuration not stated)	-0.6%	i	32.9%	20.4%	12.1%
Cn1cc(S(=O)(=O)N2CCCC2)cc1C(=O)Nc1cccc(C(F)(F)F)c1	-1.6%	0.1%	14.4%	2.9%	2.6%
Cc1occc1-c1nnc(-c2cc([N+](=O)[O-])cc([N+](=O)[O-])c2)o1	5.0%	4.1%	1.56µM*	?	.
O=C(Nc1nc2ccc(Cl)cc2s1)c1ccc(N2CCCCC2)c([N+](=O)[O-])c1	-7.3%	9.7%	21.3%	6.9%	-4.9%
